Bioassay records as filed in PubChem BioAssay.
Large T inhibition: SV40 large T antigen inhibitors, biochemical (AID 1903); inhibition, % at 20 µM, or IC50 in µM where a hit was titrated; 310,000 compounds, 0.39% hits; SV40 large T antigen ATPase/helicase inhibition assay; higher % means a stronger effect; in the data active = a potency from the dose series; inconclusive = inhibition mostly from about 32% at the one dose, without a potency; inactive = the rest, 99 in 100 with inhibition below about 32%; note: strong numbers were not always called active
NOD1 inhibition: NOD1 signaling inhibitors, primary screen, cell-based, luminescence, uHTS (AID 1578); NOD1-driven NF-kB luciferase reporter cells, luminescence; higher % means a stronger effect; one-dose inhibition, % at 4 µM; EC50 in µM for titrated hits; 290,000 compounds, 1% hits; in the data active = inhibition mostly above about 36%, no sharp cut-off; inactive = mostly below about 34%;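 note: HEK-293T reporter cells stimulated with the NOD1 agonist gamma-tri-DAP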
HEK293 NOD2/NF-kB: inhibition of NOD2-driven NF-kB reporter – cell-based, luminescence, uHTS, HEK293 (AID 1566). 290,000 compounds, 0.63% hits. HEK293 NOD2/NF-kB luciferase reporter, luminescence; higher % means a stronger effect. inhibition, % at 4 µM; hits with a dose series show EC50 in µM; note: many of its hits are not listed in these tables
KOR beta-arrestin-1: KOR agonists, beta-arrestin recruitment, primary screen, cell-based, luminescence, uHTS (AID 1777) | KOR beta-arrestin recruitment, luminescence; higher % means a stronger effect | activation, % at 10 µM; hits with a dose series show EC50 in µM | 280,000 compounds, 0.02% hits; in the data active = activation above about 50%, passing the limit was not always enough; note: a part of the inactive calls stands beside numbers as strong as those of hits
Rac1 GTP hydrolysis: MgcRacGAP GTPase-activating activity inhibitors, confirmation, biochemical, ADP Hunter fluorescence; MgcRacGAP-stimulated Rac1 GTP hydrolysis, ADP Hunter fluorescence; higher % means a stronger effect; GST-tagged Rac1 F28L mutant substrate; inhibition, % at 30 µM; hits with a dose series show IC50 in µM; 340,000 compounds, 0.6% hits; AID 624330;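 active = first-screen hits whose inhibition reached a set limit at any dose in the follow-up dose series; inconclusive = inhibition above the set first-screen limit but never retested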;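 note: fluorescence reports GDP produced by GAP-driven GTP hydrolysis; strong numbers were not always called active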
GPR55 activation: selective activators of receptor GPR55 – imaging, U2OS cells, beta-arrestin-GFP redistribution, primary screen (AID 1961); U2OS GPR55 beta-arrestin-GFP redistribution imaging; higher % means a stronger effect; activation, % at 10 µM, or EC50 in µM where a hit was titrated; 290,000 compounds, 0.048% hits;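 active = activation above 40% with more than 50 cells counted in the well; inconclusive = wells holding fewer than 50 cells, flagged as toxic or sparse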;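 note: U2OS osteosarcoma cells stably expressing GPR55 and beta-arrestin-GFP; plate controls were DMSO negative control for no effect and LPI positive control for full effect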
KOR beta-arrestin-2: KOR antagonists, beta-arrestin recruitment, cell-based, luminescence, uHTS (AID 1778); 290,000 compounds, 0.091% hits; inhibition, % at 10 µM; hits with a dose series show IC50 in µM; KOR beta-arrestin recruitment, luminescence, antagonist mode; higher % means a stronger effect; note: strong numbers were not always called active
GPR55 antagonists: inhibition of LPI-stimulated GPR55 beta-arrestin translocation – imaging, U2OS, beta-arrestin-GFP, LPI agonist, primary screen (AID 2013) | U2OS GPR55 beta-arrestin-GFP translocation imaging, LPI antagonism; higher % means a stronger effect | inhibition, % at 10 µM; hits with a dose series show IC50 in µM | 290,000 compounds, 0.13% hits;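 active = spots per cell inhibited over 60%, with over 100 cells counted and total cytoplasm intensity under 500,000; inconclusive = wells with under 100 cells, flagged as likely toxic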;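 note: U2OS cells stably carrying GPR55 and arrestin-GFP stimulated by 5 µM LPI near EC80; imaged beta-arrestin-GFP aggregate spots per cell after agonist stimulation; plate controls were LPI-stimulated DMSO wells for no effect and DMSO wells without LPI for full effect; some results filed as inactive read as strong as hits; confirmed hits need IC50 under 10 µM and bright autofluorescent wells are also inconclusive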
HIV peptide binding: inhibitors of HIV fusion peptide binding, primary screen, biochemical, uHTS, fluorescence dequenching (AID 1986) | cell-free peptide binding, fluorescence dequenching, 30 min; higher % means a stronger effect | inhibition, % at 20 µM, or IC50 in µM where a hit was titrated | 290,000 compounds, 0.3% hits; in the data active = inhibition mostly above about 52%, no sharp cut-off; inactive = mostly below about 76%; note: some results filed as inactive read as strong as hits
An asterisk follows results filed as active; ? = inconclusive; nt = no result given; [ ] = another dose, or the depositor's remark. Cut-off read from the data, not from the text of the source, unless noted: active = inhibition above about 50%; inactive = the rest. A portion of the library; the hit share may differ from the screen's.

SMILES	Large T inhibition	NOD1 inhibition	HEK293 NOD2/NF-kB	KOR beta-arrestin-1	Rac1 GTP hydrolysis	GPR55 activation	KOR beta-arrestin-2	GPR55 antagonists	HIV peptide binding
Cc1ccc2c(c1)C(c1ccccc1)NCC(=O)N2 (stereo not given)	-5%	-27%	6%	4.8%	12%	0.6%	-6%	100%	22%
O=C(N/N=C/c1c(O)n(Cc2ccc(F)cc2)c(=O)[nH]c1=O)c1ccccc1O	9%	4%	4%	-1.3%	9%	1.2%	5%	3%	42%
CC[N+]12CCC(CC1)C(=C(c1ccccc1)c1ccccc1)C2	-2%	-12%	-8%	1.6%	0%	-0.1%	28%	-9%	-1.0%
CC(=O)OC1N=C(c2ccccc2Cl)c2cc(Br)ccc2N(C)C1=O (stereo not given)	5%	7%	12%	3.0%	5%	0.0%	17%	-3%	0.4%
Cc1nc2ccc(Cl)cc2c(=O)n1-c1ccccc1Cl	7%	-7%	0%	2.5%	7%	-0.1%	14%[20 µM]	1%	0.4%
O=C(CCS(=O)(=O)c1ccc(Br)cc1)N1CCC2(CC1)OCCO2	3%	-19%	10%	-3.8%	6%	0.2%	21%	-8%	-0.2%
CCOc1ccc(N2C(=O)CC(=O)NC2=O)cc1	11%	-22%	10%	4.1%	9%	0.0%	-20%[20 µM]	-7%	4.2%
CC12CN3CC(C)(CN(C1)C3c1cccnc1)C2=O (stereo not given)	1%	10%	-7%	0.5%	8%	0.1%	4%	1%	-2.7%
C=CCn1cc(C=C2C(=O)NC(=O)NC2=O)c2ccccc21	1%	-3%	-7%	5.2%	11%	-0.1%	-2%	4%	55%
Cc1ccc(C2C(S(C)(=O)=O)=C(O)C(=O)N2c2ccccc2)cc1 (stereo not given) (tested in a mixture with another compound)	12%	9%	0%	-3.0%	10%	-0.1%	44%	14%	2.8%
O=C(c1cc(F)ccc1F)C1CCCN(Cc2cc(Cl)ccc2O)C1 (stereo not given)	5%	13%	17%	4.4%	8%	1.9%	-21%[20 µM]	14%	-0.4%
CCOc1ccc(Cl)cc1CNCCc1ccc(F)cc1	5%	-16%	-5%	-4.5%	12%	-0.2%	6%	14%	-2.1%
c1ccc2c(CN3CCCCCC3)c[nH]c2c1	1%	-4%	19%	nt	5%	-0.1%	-18%[20 µM]	10%	0.0%
C#C[C@@]1(O)CCC2C3CCC4=C/C(=N/OCC(=O)NC(C(=O)NC(CC(C)C)C(=O)O)C(C)C)CC[C@]4(C)C3CC[C@@]21C (stereo not given in full)	11%	-10%	-1%	-4.3%	9%	0.0%	-2%	13%	2.8%
Cc1ccc2cccc(N=Cc3c(C)[nH]n(-c4ccccc4)c3=O)c2n1	9%	4.7µM*	nt	-6.2%	6%	-0.3%	-2%	21%	0.1%
CC(/C=C/c1ccccc1)=N/NC(=O)c1cccc(Br)c1	2%	3.6µM*	nt	nt	-14%	-0.1%	25%[20 µM]	2%	5.1%
CC1=C(C(=O)O)N2C(=O)C(NC(=O)CCCC(=O)O)C2SC1 (stereo not given)	5%	-11%	5%	nt	2%	0.3%	-30%[20 µM]	4%	-0.4%
CC(C)NS(=O)(=O)c1ccc(OCC(=O)N2CCN(C)CC2)cc1	11%	12%	16%	8.6%	8%	-0.1%	-37%	-2%	-2.6%
CCC[N+]12CCC(CC1)C(=C(c1ccccc1)c1ccccc1)C2	-2%	-4%	10%	-0.7%	-2%	0.4%	9%	2%	0.0%
CN1C(=O)NC(=O)C2(Cc3ccccc3N3CCOCC32)C1=O (stereo not given)	13%	-19%	12%	-2.6%	8%	0.0%	16%	14%	-1.1%
COc1ccc(N2C(=O)NC(=O)/C(=C/c3ccc(N4CCOCC4)cc3)C2=O)cc1	12%	-32%	3%	-4.1%	nt	1.0%	18%	0%	4.9%
O=C(c1cc2cc(F)ccc2[nH]1)N1CCC2(CC1)OCCO2	11%	26%	-2%	-2.1%	13%	-0.1%	23%	-7%	-2.2%
CC(=O)Nc1ccccc1C(=O)OCc1ccc(F)cc1	-19%	-46%	-24%	-4.2%	1%	-0.1%	-39%[20 µM]	5%	0.3%
c1ccc2oc(N3CCNCC3)nc2c1	10%	-19%	-9%	2.8%	10%	-0.2%	8%	-1%	-1.6%
Fc1ccc(N2CCN(Cc3cc4c(cc3Br)OCO4)CC2)cc1	8%	42%	-11%	4.2%	11%	0.3%	12%[20 µM]	8%	-1.6%
N/C(=N\[N+](=O)[O-])N1CCN(C(=O)Oc2ccccc2)CC1	11%	-1%	-10%	-2.9%	10%	0.2%	-7%	65%	-0.8%
O=c1[nH]c(=O)n(Cc2ccc(F)cc2)c(O)c1C=NCCCn1ccnc1	1%	-9%	14%	-5.2%	-1%	-0.1%	16%	12%	2.3%
CC[N+](C)(CC)CCCCOc1ccc2c(c1)C(=O)c1cc(OCCCC[N+](C)(CC)CC)ccc1-2	37%	-8%	10%	-1.2%	180µM*	-0.1%	22%	12%	-1.9%
COc1ccccc1-n1c(-c2ccc(C)cc2)nc2ccccc2c1=O	nt	-5%	7%	-1.1%	9%	-0.1%	16%	-15%	-0.8%
C[C@]12CCC(=O)C[C@@H]1CC[C@@H]1[C@@H]2CC[C@@]2(C)[C@H]1CC[C@]2(C)O	6%	1%	20%	-2.0%	nt	-0.1%	-41%	2%	-0.4%
O=P1(Oc2ccccc2)OCCCS1 (stereo not given)	4%	-6%	26%	1.3%	0%	-0.2%	28%	4%	0.8%
Cc1c(C=O)c2ccccc2n1Cc1ccc([N+](=O)[O-])cc1	18%	-23%	15%	1.3%	8%	-0.3%	22%	7%	-2.1%
O=c1c2ccccc2nc(-c2ccc(Cl)cc2Cl)n1-c1nccs1	36%	3%	21%	-1.6%	10%	0.1%	-4%	6%	1.0%
C=CCn1c(O)c(C(CC)=Nc2ccc(N(C)C)cc2)c(=O)[nH]c1=O	13%	-1%	0%	6.7%	nt	0.3%	-20%	-8%	3.1%
COc1ccc(/C=C2\SC(=S)N(CCCC(=O)NNC(=O)c3ccccc3O)C2=O)cc1	-3%	8.3µM*	nt	2.0%	5%	-0.5%	-46%	0%	2.4%
C[C@@H]1C[C@H]2OC(=O)C3(CO3)[C@H]2[C@H](O)[C@]2(C)C(=O)C3OC3[C@@H]12 (stereo not given in full)	10%	66%*	37%	1.6%	nt	-0.1%	12%	-13%	0.3%
Cc1ccc(-n2c(O)c(C=Nc3ccccc3N)c(=O)[nH]c2=O)cc1C	23%	-6%	1%	-2.4%	4%	-0.2%	0%	-2%	-2.5%
O=P(C(Cl)Cl)(N1CCOCC1)N1CCOCC1	5%	-12%	2%	0.7%	5%	0.2%	-17%	-2%	-0.3%
c1ccc(CCNC2CCCCCC2)cc1	6%	-5%	-24%	3.8%	27%	0.2%	-26%	-1%	-0.6%
CCOc1ccc(N2C(=O)NC(=O)/C(=C\c3ccccc3[N+](=O)[O-])C2=O)cc1	46%	0%	17%	4.7%	11%	-0.3%	18%	-15%	9.1%
Nc1c(C(=O)NCCN2CCOCC2)c2nc3ccccc3nc2n1Cc1ccccc1	13%	-4%	-6%	-3.5%	9%	-0.2%	-16%	-6%	-0.2%
CC(Cc1ccccc1)NC(=O)C(c1ccc(N)cc1)c1ccc(N)cc1 (stereo not given)	8%	-17%	-13%	-5.2%	1%	-0.1%	-3%[20 µM]	-3%	-1.0%
O=C1CC(=O)N(Cc2ccccc2)C(=S)N1	15%	-31%	-8%	-0.8%	7%	nt	-5%	8%	22%
Cc1cccc(CSc2nc3c(cc2C#N)CN(C)CC3)c1	21%	-24%	2%	-4.2%	3%	0.1%	3%	13%	2.9%
CC(C(N)=O)N1CC(c2ccc(Cl)cc2)CC1=O (stereo not given)	9%	4%	16%	-4.5%	2%	-0.2%	19%	-4%	-1.4%
CN1CCCN(C(=O)COc2ccccc2)CC1	-2%	-18%	5%	1.7%	6%	0.0%	0%	-10%	-0.1%
CCCOC(=O)C1C2c3ccccc3C(c3ccccc32)C1C(=O)O (stereo not given)	7%	-22%	1%	-7.3%	-3%	0.6%	-28%[20 µM]	-2%	-0.5%
CC(=O)N1CCC2(CC1)CC(=O)c1cc(OCC(=O)N3CCN(C)CC3)ccc1O2	-4%	3%	11%	3.1%	4%	0.4%	-10%	13%	-1.0%
CC(C)N1CCN(Cc2c[nH]c3ccccc23)CC1CCO (stereo not given)	8%	-20%	-13%	6.4%	5%	-0.3%	-46%	4%	1.5%
CC(C)Cc1nc(N2CCNCC2)c(C#N)c2c1CCC2	11%	-8%	7%	0.9%	nt	0.3%	0%	5%	-0.4%
C[C@]12CC(=CO)C(=O)C[C@@H]1CC[C@@H]1[C@@H]2CC[C@@]2(C)[C@H]1CC[C@]2(C)O	0%	10%	-11%	3.0%	nt	-0.5%	12%	-33%	-0.1%
O=C1NC(=O)N(c2ccc(Br)cc2)C(=O)/C1=C/c1ccsc1	50%	-20%	2%	7.0%	18%	0.1%	-8%	10%	33%
CCCCn1c(=O)c(C(=O)Nc2cccc(C)c2)c(O)c2ccccc21	6%	-1%	24%	-1.6%	7%	0.7%	6%[20 µM]	-2%	3.2%
Clc1ccc2nc3c(c(-c4ccccc4)c2c1)CNCC3	11%	-30%	12%	5.2%	12%	0.1%	2%	14%	-0.9%
C=CCN1C(=O)/C(=C/c2cc(C)n(-c3cccnc3)c2C)C(=O)NC1=S	67µM*	0%	19%	-1.0%	?	0.1%	6%	12%	19%
CC(Cc1ccccc1)NC(=O)NC(C)Cc1ccccc1 (stereo not given)	2%	-99%	-84%	0.5%	-4%	-0.1%	-7%	14%	-0.9%
CCOc1ccccc1N1C(=O)NC(=O)/C(=C/c2ccc3c4c(cccc24)CC3)C1=O	48%	15%	21%	20%	15%	0.0%	-23%	-13%	25%
CC(C)n1cc(C(=O)N(CC(=O)NC2CCCC2)Cc2ccccc2)cn1	-2%	3%	0%	12%	8%	0.2%	8%	12%	0.7%
O=C(c1cc2nc(-c3ccccc3)cc(-c3ccccc3)n2n1)N1CCC2(CC1)OCCO2	18%	-15%	11%	-4.6%	4%	-0.1%	12%	0%	-3.1%
